S100A4 inh HTS = blocks human S100A4 binding to myosin IIA peptide | P26447 | S100A4/TAMRA-MyoIIA peptide fluorescence polarization | inhibition, % at 10.7 µM | 0.14% of 360,000 active | AID 652163;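 active = mean inhibition of at least 70% across replicates, with every replicate also reaching that level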
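System – human S100A4 monomer protein, biochemical binding assay · Buffer or medium – Calcium-containing HEPES buffer, pH 7.2 · Timing – 5 min between mix addition and reading · Also added – TAMRA-labelled myosin IIA heavy-chain peptide probe, 5 nM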
FN deposit inh = fibronectin deposition inhibition. inhibition, % at 12.6 µM. AID 743247. 0.086% of 350,000 active. AH1F fibroblasts, Alexa488-fibronectin deposition fluorescence, overnight;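 active = mean inhibition across replicates of 30% or more, regardless of how many single replicates reach that level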;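 also: positive control wells lacked labelled fibronectin entirely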
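Material: AH1F fibroblast monolayer depositing Alexa488-labelled fibronectin into matrix / Amount: 10000 AH1F cells per well / Signal: fluorescence 485/525 nm / Medium: DMEM, 2% serum / Compound: single dose, pinned / Incubation: 1 h cell adhesion before compound, then overnight fibronectin incubation / Reagent: Alexa488-FN, 24 nM final / Read-out: inhibition of fibronectin deposition signal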
RAD54 inh = blocks human RAD54 Holliday junction branch migration | Q92698 | FAM/BHQ fluorescence | inhibition, % at 10.4 µM | 0.14% of 360,000 active;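 active = mean normalized replicate activity at least 40 and at least half of replicates scoring 40 or more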;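 also: 0% = median of neutral control wells and 100% = median of positive control wells; inhibitors cause a drop in the FAM fluorescence signal; in these data hits start at about 50%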
EWS-Fli block = inhibitors of EWS/Fli oncoprotein transcriptional activity; AID 651661; A673 NR0B1-luciferase reporter, viability-normalised; inhibition, % at 12.6 µM; 0.67% of 350,000 active;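 active = mean inhibition of at least 50% after viability correction, with every replicate also passing that limit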;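 also: firefly luciferase signal divided by Alamar Blue viability fluorescence both relative to DMSO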
RAD52 anneal inh = RAD52 (human) annealing inhibition | P43351 | recombinant RAD52 DNA annealing, FRET fluorescence | inhibition, % at 18.7 µM | 0.46% of 360,000 active | AID 651710;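 active = every replicate showing at least 50% inhibition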
Target sequence (P43351 whole entry, looked up): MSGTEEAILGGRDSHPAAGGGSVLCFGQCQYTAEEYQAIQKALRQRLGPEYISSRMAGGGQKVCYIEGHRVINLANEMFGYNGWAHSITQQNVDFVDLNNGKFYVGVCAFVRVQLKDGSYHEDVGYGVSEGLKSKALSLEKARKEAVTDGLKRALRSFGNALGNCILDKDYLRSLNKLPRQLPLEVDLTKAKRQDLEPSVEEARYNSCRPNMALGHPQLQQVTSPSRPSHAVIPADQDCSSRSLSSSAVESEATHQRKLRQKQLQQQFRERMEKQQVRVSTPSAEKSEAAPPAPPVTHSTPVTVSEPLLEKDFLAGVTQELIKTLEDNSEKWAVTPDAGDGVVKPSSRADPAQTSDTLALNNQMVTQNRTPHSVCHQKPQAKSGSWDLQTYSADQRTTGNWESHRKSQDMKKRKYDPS
E-selectin induc = E-selectin induction on HUVECs | HUVEC E-selectin immunofluorescence imaging; normalized: neutral wells 0, TNF-alpha wells 100 | 0.37% of 260,000 active | P16581 | activation, % at 7.58 µM;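 active = mean E-selectin-positive cell signal at least 10% of the positive control, reached in at least 60% of replicates, without over 20% cell loss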;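 also: in these data hits start at about 27%; measured in HUVEC primary endothelial cells; signal is the percent of cells scored E-selectin positive by PE staining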
Target sequence (P16581 whole entry, looked up): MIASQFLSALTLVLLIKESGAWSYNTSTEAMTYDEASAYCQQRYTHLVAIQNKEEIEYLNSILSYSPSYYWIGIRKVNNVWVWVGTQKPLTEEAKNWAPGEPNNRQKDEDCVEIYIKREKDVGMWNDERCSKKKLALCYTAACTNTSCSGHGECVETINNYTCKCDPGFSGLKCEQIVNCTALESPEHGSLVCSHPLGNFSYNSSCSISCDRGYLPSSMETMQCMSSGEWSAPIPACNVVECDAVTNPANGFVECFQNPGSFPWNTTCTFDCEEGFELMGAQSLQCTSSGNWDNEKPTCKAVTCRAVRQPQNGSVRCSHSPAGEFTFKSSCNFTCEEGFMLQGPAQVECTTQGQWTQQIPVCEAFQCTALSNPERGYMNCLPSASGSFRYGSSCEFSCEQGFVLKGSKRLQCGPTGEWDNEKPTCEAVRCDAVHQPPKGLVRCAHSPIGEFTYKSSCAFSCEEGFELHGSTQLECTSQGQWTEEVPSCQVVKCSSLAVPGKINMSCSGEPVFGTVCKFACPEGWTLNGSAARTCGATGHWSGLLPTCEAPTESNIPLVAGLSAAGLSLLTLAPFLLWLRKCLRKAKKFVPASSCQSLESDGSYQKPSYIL
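assay system = HUVEC, human umbilical vein endothelial cells | input = 3,000 HUVEC seeded per well | medium = EGM-2 growth medium on 0.1% gelatin-coated wells | dosing = one compound dose added by pin transfer | signal = immunofluorescence imaging | read-out basis = % PE-positive cells | control set = TNF-alpha, DMSO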
Xi reactivation = reactivates the inactive X chromosome in mouse fibroblasts. XiGFP mouse fibroblasts, % GFP-positive cells imaging, 3 d; cells co-treated with 5-aza-dC sensitizer; scaled so ellipticine positive control = 100%. activation, % at 7.58 µM. 0.055% of 360,000 active. AID 743238;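 active = mean normalized replicate activation at least 10% and every replicate at or above 10%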;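 also: 0% = median of on-plate neutral control wells and 100% = ellipticine 6 µM median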
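System: 68-5-11 XiGFP fibroblast line; Timing: 3 days compound exposure; Compound dosing: one concentration, pinned; Benchmarks: positive control ellipticine, 6 µM final; Buffer or medium: DMEM containing 5-aza-dC.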
esBAF inh = inhibitors of esBAF chromatin remodeling in mouse ES cells; reporter increase, % at 12.5 µM; Bmi1-luciferase knock-in reporter, 24 h; 100% = twice the neutral-well signal; AID 602393; 2% of 350,000 active; in the data active = activation above about 40%;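 also: 0% = median of the plate's neutral control wells and 100% = double that signal; a rise in the Bmi1 reporter signal indicates esBAF inhibition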
* = called active by the depositor; . = not tested or not shown.

1	CCC(C(=O)OCC(=O)C1(O)CCC2C3CCC4=CC(=O)CCC4(C)C3C(O)CC21C)C(C)C (stereo unspecified)
2	COc1ccc(OCCCC(=O)Nc2ccc(N3CCCCC3)cc2)cc1
3	O=C(COC(=O)/C=C/c1ccccc1Cl)NC1CCCCCC1
4	CCCc1nnc(SCC(=O)NC2CCCCC2)n1CCOC
5	C=CCNCc1ccc(C(=O)NCCCCCCC)cc1[N+](=O)[O-]
assay / entry	1	2	3	4	5
S100A4 inh HTS	0	-1	-4	0	-3
FN deposit inh	-12	4	-3	1	5
RAD54 inh	-5	.	-6	7	7
EWS-Fli block	-1	3	-2	-6	1
RAD52 anneal inh	-9	-8	-11	-8	-16
E-selectin induc	0.1	-0.4	.	.	-0.1
Xi reactivation	0.0	0.5	0.2	0.5	0.1
esBAF inh	.	.	-1	-8	7

6	NC(=O)c1ccc(N=Nc2c(-c3ccccc3)[nH]n(-c3ccccc3)c2=O)cc1
7	CN1C[C@@H]2[C@@H]3C(=O)N(Cc4ccccc4)C(=O)[C@@H]3[C@](Cc3ccccc3)(C1=O)N2C(=O)c1ccc(F)cc1
8	CCCCN1C(=O)CC(SC2CC(=O)N(CCCC)C2=O)C1=O (stereo unspecified)
9	O=C(Cn1ccccc1=O)Nc1ccc(Cl)c(S(=O)(=O)N2CCCCC2)c1
10	CC(C)c1cn(CC[C@H]2CC[C@@H](NC(=O)C3CCOCC3)[C@@H](CO)O2)nn1
assay / entry	6	7	8	9	10
S100A4 inh HTS	-2	-6	-2	-3	1
FN deposit inh	3	-4	-1	6	.
RAD54 inh	.	-6	1	2	.
EWS-Fli block	3	-4	19	18	-16
RAD52 anneal inh	-11	-15	-4	-57	-21
E-selectin induc	.	0.0	0.7	.	-0.1
Xi reactivation	0.2	0.0	0.0	0.1	-0.3
esBAF inh	.	-2	-4	15	.

11	O=C(CNS(=O)(=O)c1ccc(F)cc1)N1CCCCCC1
12	COc1ccc2c3c([nH]c2c1)[C@@H](CO)N(Cc1ccncc1)CC31CN(C(=O)Cc2ccncc2)C1
13	CNC(=S)N1N=C(c2ccc(OC)cc2)CC1c1ccc(Cl)cc1Cl (stereo unspecified)
14	COc1cccc(S(=O)(=O)N(C)C[C@@H]2Oc3ncc(C#CC(C)C)cc3C(=O)N([C@H](C)CO)C[C@H]2C)c1
15	COc1ccc(-c2cn(CCC(=O)O)c(-c3ccncc3)n2)cc1
assay / entry	11	12	13	14	15
S100A4 inh HTS	-1	-4	-10	8	-2
FN deposit inh	0	.	-13	-9	11
RAD54 inh	.	.	1	4	-5
EWS-Fli block	-14	-5	10	40	6
RAD52 anneal inh	-19	-27	-9	19	-3
E-selectin induc	0.0	-0.1	.	-0.1	0.6
Xi reactivation	3.8	0.4	0.1	0.1	-0.3
esBAF inh	.	.	-7	4	-1

16	COc1ccccc1C(=O)NC(=O)Nc1cccc(Cl)c1
17	O=C1CC2(CCN(C(=O)c3ccc(Cl)cc3)CC2)Oc2ccccc21
18	Cc1ccc(NC2=NCC(=O)N2C2CCCC2)cc1C
19	COc1cc(CC(=O)OCC(=O)NCC(C)C)cc(OC)c1OC
20	CN(C)S(=O)(=O)c1ccc(F)c(C(=O)Nc2ccccc2C(=O)NC2CC2)c1
assay / entry	16	17	18	19	20
S100A4 inh HTS	-1	-4	-5	-2	0
FN deposit inh	-2	3	2	5	0
RAD54 inh	-3	-7	.	.	-1
EWS-Fli block	-69	5	7	-8	-1
RAD52 anneal inh	-7	-7	-15	1	-12
E-selectin induc	0.2	0.1	0.2	.	.
Xi reactivation	0.2	-0.1	0.2	0.0	0.0
esBAF inh	-2	19	.	.	-2

21	CC(C)c1nc2scc(-c3ccc(Cl)cc3)c2c(=O)n1N
22	CN(C)C(=O)c1cccc(-c2ccc([C@@H]3[C@@H](CO)N4CCCCN(CC5CCOCC5)C[C@H]34)cc2)c1
23	Cc1cc(C(=O)NCc2ccco2)c2cc(F)ccc2n1
24	COc1ccc([C@H]2CC(=O)C=C(c3ccc(F)nc3)C2)cc1OC
25	Cc1c(C(=O)NCCC2=CCCCC2)sc2ncnc(N3CCCCC3C)c12 (stereo unspecified)
assay / entry	21	22	23	24	25
S100A4 inh HTS	10	2	13	1	-2
FN deposit inh	-6	5	1	5	4
RAD54 inh	11	9	1	-1	13
EWS-Fli block	-25	-9	17	-3	8
RAD52 anneal inh	-2	-11	-17	10	-16
E-selectin induc	.	-0.2	2.9	0.0	.
Xi reactivation	-0.1	0.0	-0.3	0.1	0.1
esBAF inh	15	6	-4	-3	4

26	O=C(NCCOC(=O)Nc1cccc2ccccc12)OCc1ccccc1
27	Cc1noc(C)c1NC(=O)Nc1ccc2c(c1)C(=O)N([C@H](C)CO)C[C@@H](C)[C@@H](CN(C)C(=O)NC1CCCCC1)OCCCC[C@@H](C)O2
28	CCCC#Cc1ccc2c(c1)O[C@@H](CN(C)C(=O)C1CCCCC1)[C@H](C)CN([C@@H](C)CO)S2(=O)=O
29	N#Cc1c(NC(=O)c2ccccc2Cl)n(Cc2ccccc2)c2nc3ccccc3nc12
30	O=S(=O)(Nc1ccc(-n2cnnn2)cc1)c1cccc(Cl)c1
assay / entry	26	27	28	29	30
S100A4 inh HTS	3	-13	.	-12	9
FN deposit inh	4	.	.	-3	1
RAD54 inh	-2	3	.	.	4
EWS-Fli block	-3	-3	25	2	1
RAD52 anneal inh	-18	-1	.	-48	1
E-selectin induc	2.7	0.7	1.0	-0.8	-0.1
Xi reactivation	0.1	1.4	-0.5	-0.1	0.0
esBAF inh	0	-4	4	.	-6

Full records, quoted from the list. Values in the order: S100A4 inh HTS, FN deposit inh, RAD54 inh, EWS-Fli block, RAD52 anneal inh, E-selectin induc, Xi reactivation, esBAF inh
CCCC#Cc1ccc2c(c1)O[C@@H](CN(C)C(=O)C1CCCCC1)[C@H](C)CN([C@@H](C)CO)S2(=O)=O across the screens: ., ., ., 25, ., 1.0, -0.5, 4
N#Cc1c(NC(=O)c2ccccc2Cl)n(Cc2ccccc2)c2nc3ccccc3nc12 across the screens: -12, -3, ., 2, -48, -0.8, -0.1, .
O=S(=O)(Nc1ccc(-n2cnnn2)cc1)c1cccc(Cl)c1 across the screens: 9, 1, 4, 1, 1, -0.1, 0.0, -6
O=C(NCCOC(=O)Nc1cccc2ccccc12)OCc1ccccc1 across the screens: 3, 4, -2, -3, -18, 2.7, 0.1, 0
Cc1noc(C)c1NC(=O)Nc1ccc2c(c1)C(=O)N([C@H](C)CO)C[C@@H](C)[C@@H](CN(C)C(=O)NC1CCCCC1)OCCCC[C@@H](C)O2 across the screens: -13, ., 3, -3, -1, 0.7, 1.4, -4

Next part.
31	CNc1nc(N/N=C/c2cc([N+](=O)[O-])ccc2F)nc(Nc2ccccc2)n1
32	CC(C)CC(=O)NNC(=S)NCc1ccco1
33	CN(C)CCN(C(=O)CCS(=O)(=O)c1ccccc1)c1nc2c(F)cccc2s1
34	Cc1ccc(CN2CCC=CS2(=O)=O)cc1
35	CN1CCN(C(=O)c2cc3c(c(-c4cccc(Br)c4)n2)[C@H](CCO)N([S@@](=O)C(C)(C)C)C3)CC1
assay / entry	31	32	33	34	35
S100A4 inh HTS	-2	24	0	4	-16
FN deposit inh	-2	11	-9	-1	-6
RAD54 inh	-4	.	2	.	.
EWS-Fli block	31	-9	6	-4	-5
RAD52 anneal inh	-13	2	-3	-11	-5
E-selectin induc	0.0	0.1	.	2.1	-0.1
Xi reactivation	0.5	0.0	0.0	0.1	0.0
esBAF inh	4	.	5	.	.

36	CCC(=O)Nc1ccc2c(c1)OC[C@@H](C)N(CCc1ccccc1)C[C@@H](C)[C@@H](OC)CN(C)C2=O
37	C[C@H]1CN([C@@H](C)CO)C(=O)c2cc(NC(=O)Cc3ccccc3)ccc2O[C@@H]1CN(C)S(=O)(=O)c1ccc(F)cc1
38	O=C(CSc1nnc(NC(=O)c2c(F)cccc2F)s1)NC1CCCCC1
39	Fc1c(CSC(=S)N2CCOCC2)cccc1CSC(=S)N1CCOCC1
40	C[C@@H]1CN([C@H](C)CO)C(=O)Cc2cc(NC(=O)Nc3ccc(F)cc3)ccc2O[C@H]1CN(C)S(=O)(=O)c1ccccc1
assay / entry	36	37	38	39	40
S100A4 inh HTS	-1	0	-1	2	0
FN deposit inh	-7	-2	3	-3	-7
RAD54 inh	-1	-2	-2	2	-1
EWS-Fli block	-2	11	-2	7	-2
RAD52 anneal inh	2	-23	0	-7	-20
E-selectin induc	-0.2	0.1	1.9	-0.1	-3.1
Xi reactivation	0.0	-0.1	0.0	0.0	-1.4
esBAF inh	-10	-2	0	.	0

41	CCOc1cc(C(=O)N(C)CC(=O)Nc2cccc(F)c2)ccc1OCC(=O)N1CCOCC1
42	Cc1cc(S(=O)(=O)N2CCN(CC(=O)NCCc3cccs3)CC2)ccc1Br
43	CCN(CC)CCNC(=O)C(=O)Nc1ccc(C(=O)OC)cc1
44	CC(C)C(C(=O)NCc1ccccc1)N1CCN(C(=O)C2CCCO2)CC1 (stereo unspecified)
45	C[C@@H]1CN([C@H](C)CO)C(=O)c2cc(NS(=O)(=O)c3ccccc3)ccc2O[C@@H](C)CCCCO[C@@H]1CN(C)S(=O)(=O)c1cccs1
assay / entry	41	42	43	44	45
S100A4 inh HTS	-7	-6	-13	0	-7
FN deposit inh	1	14	-9	2	-3
RAD54 inh	-2	-4	5	.	-1
EWS-Fli block	-1	13	-3	-1	5
RAD52 anneal inh	-5	-10	-22	2	-19
E-selectin induc	-1.7	0.0	.	-0.1	.
Xi reactivation	-0.1	0.0	-0.1	0.0	-0.1
esBAF inh	-9	-1	2	.	1

46	COc1ccc(NC(=O)c2ccc3nc(C)c(N(C)C(=O)CCc4ccccc4)n3c2)cc1OC
47	CC(C)NC(=O)CS(=O)(=O)c1ccccc1
48	COc1ccc(-c2sc(Nc3ccccc3)n[n+]2C)c(C)c1C
49	Cc1cc(Nc2ccc(C(=O)O)cc2)n2nc(C)nc2n1
50	COc1ccc(S(=O)(=O)Nc2ccc3c(c2)C(=O)N([C@@H](C)CO)C[C@H](C)[C@@H](CN(C)Cc2ccncc2)O3)cc1
51	COc1ccc(S(=O)(=O)N(C)C[C@H]2Oc3c(NS(=O)(=O)c4ccc(F)cc4)cccc3C(=O)N([C@@H](C)CO)C[C@H]2C)cc1
assay / entry	46	47	48	49	50	51
S100A4 inh HTS	10	-5	4	8	-1	.
FN deposit inh	.	2	-6	2	-12	.
RAD54 inh	1	-8	2	-3	2	3
EWS-Fli block	-13	-32	4	2	1	-2
RAD52 anneal inh	-5	-3	-7	-15	0	.
E-selectin induc	-0.9	.	-0.2	.	0.0	17
Xi reactivation	0.0	0.0	0.1	0.3	-0.1	0.0
esBAF inh	1	-9	-6	2	0	-2

Results in sequence from above.
Entries 46–51 in esBAF inh read 1, -9, -6, 2, 0, -2
Entries 46–51 in EWS-Fli block read -13, -32, 4, 2, 1, -2

Screening results as filed in PubChem BioAssay.

Hits appear at their usual frequency, and some 3% of all compounds hit somewhere here.
